ARNT-TACC3 inh: disruptors of human ARNT/TACC3 interaction; Q9Y6A5; AlphaScreen His-ARNT PAS-B/GST-TACC3 binding, luminescence; TACC3 fragment carries E629A point mutation; inhibition, % at 9.99 µM; actives 0.66% (n = 390,000); AID 623870;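 active = mean inhibition of replicates at least 50% and at least half of replicates each reaching 50%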;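 note: 0% = complete ARNT plus TACC3 wells and 100% = ARNT alone without TACC3; many hits fall short of the cut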
Active calls of the source: *. Only part of the results is shown; count on the stated rates, not on these rows.

ARNT-TACC3 inh	Molecule
-12	N#CCCN(C1CCCCC1)S(=O)(=O)c1cccc2nsnc12
-10	Cc1nc2ccccc2n1C(=O)c1ccc(Cl)cc1[N+](=O)[O-]
-6	CCCn1c(SCC(=O)Nc2nc(-c3ccc(OC)cc3)cs2)nc2c1c(=O)n(C)c(=O)n2C
6	CCCC(=O)OCC(=O)Nc1ccc(N=Nc2ccccc2)cc1
-3	COc1ccc(Nc2nnc(SCc3cc([N+](=O)[O-])cc4c3OCOC4)s2)cc1
4	O=C(/C(=N\Nc1ccc([N+](=O)[O-])cc1)Sc1nnnn1-c1ccccc1)c1ccccc1
-5	CCCCOc1ccc(NC(=O)C2OC3OC(C)(C)OC3C3OC(C)(C)OC23)cc1 (stereo not drawn)
-2	Cc1ccc(S(=O)(=O)NCC(c2ccco2)N2CCOCC2)cc1 (stereo not drawn)
-47	O=C(NC(=S)NC1CCCCCC1)c1cncc(Br)c1
21	Cc1cc(NS(=O)(=O)c2ccccc2)c([N+](=O)[O-])cc1C
45*	O=C(CCN1CCN(C(c2ccccc2)c2ccccc2)CC1)N/N=C/c1ccc(O)cc1O
-2	C=CCn1c(SCc2cc(=O)n3cc(C)ccc3n2)nnc1-c1ccc(F)cc1

Further entries.
ARNT-TACC3 inh	Molecule
-10	O=C(CSc1ccccn1)Nc1ccccc1F
5	COc1ccc(-n2cc(-c3ccc(C)cc3)[n+]3c2SCC3)cc1
0	CCCc1cc2c(cc1NC(=O)c1ccccc1F)OCO2
-1	COc1ccccc1CC(=O)Nc1ccc2c(c1)CCC2
0	O=C(COC(=O)[C@H](Cc1ccccc1)NC(=O)c1cccs1)Nc1ccccc1C(F)(F)F
4	O=C(COC(=O)c1ccccc1C(=O)c1ccccc1)Nc1ccc(SC(F)F)cc1
-13	O=C(NCC1CCCO1)C(c1ccncc1)N(Cc1ccc(F)cc1)C(=O)CN1C(=O)c2ccccc2S1(=O)=O (stereo not drawn)
-3	Clc1cccc(-c2ccc(C=Nc3ccc(N4CCOCC4)cc3)o2)c1
-12	Cc1nc(Cl)c(C(=O)NCCC(C)C)c(C)c1[N+](=O)[O-]
-6	CCC(C)(C(=O)Nc1ccccc1C)N(C(=O)CNC(C)=O)c1ccc(C)cc1 (stereo not drawn)
2	CCN(CC)CCC#CC(O)(c1ccccc1)c1ccccc1
27	COC(=O)c1c(NC(=S)NC(=O)c2ccco2)sc2c1CCCC2

Additional entries follow.
ARNT-TACC3 inh	Molecule
-18	COc1ccc(-c2cc(-c3nnc(COC(=O)C4CC4)o3)c3ccccc3n2)cc1OC
0	N#Cc1ccc(NC(=S)Nc2ccccc2)cc1
6	Cn1c2ccccc2c(=O)c2c(=O)n(C3CCCCC3)c(-c3ccco3)nc21
3	CCN(CC)S(=O)(=O)c1cccc(NC(=O)COC(=O)CCC(=O)c2ccc(F)cc2)c1
0	Cc1cccc(C)c1NC(=O)C(NC(=O)CN1C(=O)c2ccccc2C1=O)c1ccccc1 (stereo not drawn)
-6	COc1ccc(-c2sc(NC(C)=O)nc2-c2ccccc2)cc1
-5	COc1ccccc1C(=O)Nc1cccc(SC)c1
33	Cc1cccc(C(=O)N/N=C/C(C)Cc2ccc3c(c2)OCO3)c1 (stereo not drawn)
-7	COc1ccc(/C=C/c2nnc(NC(=O)COc3ccc(C)cc3)s2)cc1
0	O=c1[nH]cnc2scc(-c3ccc(F)cc3)c12
0	Cc1cc(Br)c(OCc2ccc(C(=O)N/N=C3\CC4CC=CC34)cc2)c(Br)c1 (stereo not drawn)
-7	CCCCN(CC)C(=O)Cn1cnc2ccc(S(=O)(=O)N3CCC(C)CC3)cc2c1=O

The results go on:
ARNT-TACC3 inh	Molecule
-7	CCOc1ccc2nc(Nc3nc4ccc(NC(C)=O)cc4s3)sc2c1
0	COc1ccc(-c2nnc3n(CCc4ccccc4)c(=O)c4ccccc4n23)cc1OC
-1	Nc1ccc2c(c1)C/C(=C/c1ccco1)C2=O
-11	COc1ccccc1-c1ccc(/C=C2/C=C(C)OC2=O)o1
-10	COc1ccc(/C=N/NC(=O)c2cccc(COCC(F)(F)C(F)F)c2)cc1
-22	O=C(NCc1ccccc1Cl)c1ccc(S(=O)(=O)Nc2cccc(C(F)(F)F)c2)cc1
2	CCCCCCCCCC(=O)N/N=C/c1ccc(C)s1
-11	O=c1oc2ccccc2cc1-c1nc2c(s1)CCc1ccccc1-2
10	Cc1ccccc1/C=C/c1nc2ccccc2c(=O)n1CCc1ccccc1
27	O=C(CSc1nc2cc(Cl)ccc2s1)NC(=O)NCc1ccco1
-4	Cc1cccc(NS(=O)(=O)c2cnc[nH]2)c1
-4	O=C(Cn1c(Cc2ccccc2)nc2ccccc21)NCc1ccc2c(c1)OCO2

Carrying on:
ARNT-TACC3 inh	Molecule
2	Cc1c2c(=O)n(-c3nc4ccccc4s3)nc-2cc(O)n1Cc1ccccc1
7	CCN(CC)c1ccc(NC(=O)COC(=O)/C=C/c2nc3ccccc3s2)cc1
29	COc1ccc(OC(=O)CN2C(=O)C3C4CCC(C4)C3C2=O)cc1 (stereo not drawn)
-5	CCOC(=O)c1cc(C(=O)n2cc(Cl)cn2)nn1C
13	O=C(CSc1ncn[nH]1)N1CCN(c2nnc(-c3ccccc3)c3ccccc23)CC1
6	CCC1CCCCN1C(=S)NC(=O)c1ccc([N+](=O)[O-])cc1 (stereo not drawn)
-3	COc1ccccc1NS(=O)(=O)c1ccc(NN=C2CCCC2)c([N+](=O)[O-])c1
9	CNc1nc(Nc2ccc(C)c(Cl)c2)nc(N)c1[N+](=O)[O-]
4	N#Cc1ccccc1NC(=O)COC(=O)CCc1ccc(S(=O)(=O)N2CCCCC2)cc1
-7	COc1ccccc1N1CCN(C(=O)c2oc3ccccc3c2C)CC1
0	COc1cc(/C=C(\C#N)C(=O)Nc2cccnc2)ccc1OC(C)C
-13	O=C(Nc1cc(S(=O)(=O)N2CCCC2)ccc1OCC(F)(F)F)c1ccccc1F

Further records:
ARNT-TACC3 inh	Molecule
-11	CC(C)CNS(=O)(=O)c1ccc(OCC(=O)Nc2ccc3c(c2)OCCO3)cc1
1	COC(=O)c1ccc(SCC(=O)NC2CCCC2)c([N+](=O)[O-])c1
-10	CC/C(Cc1ccccc1)=N/NC(=O)c1cccc(Br)c1
-25	CCN(C(=O)COC(=O)c1cc(NS(=O)(=O)c2ccc(Cl)c([N+](=O)[O-])c2)ccc1O)C1CCCCC1
4	Cn1nc(-c2ccccc2)c2ncc(C(F)(F)F)cc21
1	CN(C)C(=O)N1CCN(C(=O)N(C)C)CC1
-2	CCOc1ccc(-n2nc3c(=O)[nH]nc(C)c3c2C)cc1
-28	COc1ccc(OCC(=O)NNC(=O)C2CCCO2)cc1 (stereo not drawn)
-6	Cc1cc(C)n(-c2ccc(C(=O)Nc3ccc(C)c(S(=O)(=O)N(C)C)c3)cc2)n1
-11	COCCOc1ccc(C(F)(F)F)cc1NC(=O)c1ccccc1
1	CNC(=O)c1ccc(N(Cc2ccccc2C)S(C)(=O)=O)cc1
-10	C=CCNC(=O)/C(=C/c1cn(-c2ccccc2)nc1-c1cccc([N+](=O)[O-])c1)NC(=O)c1ccccc1

(further entries)
ARNT-TACC3 inh	Molecule
1	CNC(=O)C(=O)NCC1OCCCN1S(=O)(=O)c1cccs1 (stereo not drawn)
-3	S=c1[nH]nc(-c2ccncc2)n1/N=C/c1ccccc1
-15	Cc1[nH]nc2c1-c1nc3ccccc3nc1C(C)(C)C2
-6	COCc1nnc(NC(=O)c2cc(OC)c(OC)cc2[N+](=O)[O-])s1
5	c1ccc(-c2noc(-c3ccc4c(c3)OCO4)n2)nc1
7	O=C(COC(=O)CCSc1ccccc1)NCc1ccccc1Cl
-14	O=C(CSc1nnc(Nc2ccccc2F)s1)c1cc2ccccc2o1
-6	CCOC(=O)C(NC(=O)Nc1ccc(F)cc1F)(Oc1ccccc1)C(F)(F)F (stereo not drawn)
-10	CCOc1ccc2nc(SCc3ccc(F)cc3)sc2c1
3	O=C(Cn1c2c(sc1=O)C1c3ccccc3OCC1CS2)Nc1ccc(Cl)cc1 (stereo not drawn)
-5	CN(CC(=O)Nc1ccc(Cl)cc1)C(=O)c1cccc(S(=O)(=O)N(C)C)c1
-8	CCCC(=O)Oc1ccc(N(C(=O)CCC)S(=O)(=O)c2cccc([N+](=O)[O-])c2)cc1

In another format: 15 of the compounds above
| smiles | ARNT-TACC3 inh |
| --- | --- |
| COCCOc1ccc(C(F)(F)F)cc1NC(=O)c1ccccc1 | -11 |
| CNC(=O)c1ccc(N(Cc2ccccc2C)S(C)(=O)=O)cc1 | 1 |
| C=CCNC(=O)/C(=C/c1cn(-c2ccccc2)nc1-c1cccc([N+](=O)[O-])c1)NC(=O)c1ccccc1 | -10 |
| CNC(=O)C(=O)NCC1OCCCN1S(=O)(=O)c1cccs1 (stereo not drawn) | 1 |
| S=c1[nH]nc(-c2ccncc2)n1/N=C/c1ccccc1 | -3 |
| Cc1[nH]nc2c1-c1nc3ccccc3nc1C(C)(C)C2 | -15 |
| COCc1nnc(NC(=O)c2cc(OC)c(OC)cc2[N+](=O)[O-])s1 | -6 |
| c1ccc(-c2noc(-c3ccc4c(c3)OCO4)n2)nc1 | 5 |
| O=C(COC(=O)CCSc1ccccc1)NCc1ccccc1Cl | 7 |
| O=C(CSc1nnc(Nc2ccccc2F)s1)c1cc2ccccc2o1 | -14 |
| CCOC(=O)C(NC(=O)Nc1ccc(F)cc1F)(Oc1ccccc1)C(F)(F)F (stereo not drawn) | -6 |
| CCOc1ccc2nc(SCc3ccc(F)cc3)sc2c1 | -10 |
| O=C(Cn1c2c(sc1=O)C1c3ccccc3OCC1CS2)Nc1ccc(Cl)cc1 (stereo not drawn) | 3 |
| CN(CC(=O)Nc1ccc(Cl)cc1)C(=O)c1cccc(S(=O)(=O)N(C)C)c1 | -5 |
| CCCC(=O)Oc1ccc(N(C(=O)CCC)S(=O)(=O)c2cccc([N+](=O)[O-])c2)cc1 | -8 |

Other records.
ARNT-TACC3 inh	Molecule
7	COC(=O)CSc1nc(C)c(C(=O)Nc2ccccc2C)c(-c2ccc(Cl)cc2)c1C#N
95*	Cc1onc(-c2ccccc2)c1C(=O)NC(=S)NNC(=O)c1ccc(O)cc1O
-2	COCC(=O)Nc1cc([N+](=O)[O-])ccc1OC
-5	O=C(CCl)Nc1cc(S(=O)(=O)N2CCCCCC2)ccc1Cl
1	CCOC(=O)c1sc2ncn(C(C)C(=O)OC)c(=O)c2c1C (stereo not drawn)
0	COC(=O)C1=C(C(=O)OC)C(c2cc(Br)ccc2O)c2sc(=O)[nH]c2S1 (stereo not drawn)
-3	CN(Cc1ccccc1)C(=O)c1ccccc1Br
6	CCC(C)N(CC(=O)Nc1cccc(C)c1C)C(=O)CCl (stereo not drawn)
3	COC(=O)N/N=C/c1ccc(-c2cc(Cl)ccc2Cl)o1
-4	Cc1ccc(/C=N/n2c(C3CCCCC3)n[nH]c2=S)s1
-2	COc1ccc(NC(=O)c2cc(-c3ccccc3)oc2C)cc1
4	O=C(CN1CCN(Cc2ccccc2)CC1)N=Nc1c(O)[nH]c2ccccc12

Remaining list, next part.
ARNT-TACC3 inh	Molecule
-3	Cc1cc(C)c(C#N)c(SCc2cn3c(C)cccc3n2)n1
-3	Cc1ccccc1NS(=O)(=O)c1ccc(OCCNS(C)(=O)=O)cc1
12	CCC1(OC(=O)CN(C)C)C(=O)OCc2c1cc1n(c2=O)Cc2cc3c(N)cccc3nc2-1 (stereo not drawn)
-13	O=C(NNS(=O)(=O)c1ccccc1)c1cnn(-c2ccccc2)c1-n1cccc1
3	CC(C)(C)N1C(=O)c2ccc(C(=O)Nc3ccc(-c4nc5ccccc5[nH]4)cc3)cc2C1=O
2	C/C(=N\N=C1\NC(=O)C(CC(=O)Nc2ccc(C)c(Cl)c2)S1)C(C)(C)C (stereo not drawn)
-34	CCOC(=O)c1cc2c(C(F)(F)F)cc(-c3ccccc3)nc2o1
-1	Cc1ccccc1NS(=O)(=O)c1cc(C(=O)Nc2ccccc2-c2ccccc2)ccc1Cl
-2	O=c1c2ccccc2nc(SCc2cc([N+](=O)[O-])cc3c2OCOC3)n1-c1ccccc1
0	Cc1cc(C(=O)OCC(=O)c2cccc([N+](=O)[O-])c2)c2ccccc2n1
10	Cn1c(=O)c2c(nc(NCCO)n2CCc2ccccc2)n(C)c1=O
32	Cc1cc(C)c(S(=O)(=O)/N=C2/C=C(Sc3ncn[nH]3)C(=O)c3ccccc32)cc1C

Carrying on.
ARNT-TACC3 inh	Molecule
32	O=C(NNc1ccc(C(F)(F)F)cc1[N+](=O)[O-])c1ccc(NS(=O)(=O)c2ccc(F)cc2)cc1
0	COc1ccc(C(=O)N/C(=C\c2ccc3c(c2)OCO3)C(=O)NCCc2nc3ccccc3[nH]2)cc1
-6	CC(C)(C)OC(=O)N/N=C/c1ccc(C(=O)O)cc1
27	N#C/C(=C\c1ccc(-c2ccc(S(=O)(=O)N3CCOCC3)cc2)o1)C(=O)NC1CC1
-13	N#C/C(=C\c1ccc(OC(=O)c2ccc(Cl)s2)cc1)c1nc2ccccc2[nH]1
-2	Cc1ccc(NC(=O)CN(C)C(=O)CCOc2cccc(C)c2)cc1
-6	O=C(Oc1ccc(Cl)c2cccnc12)C12CC3CC(CC(C3)C1)C2
-1	CC(C)c1ccc(NC(=O)COC(=O)CSc2nnc(N)s2)cc1
-7	O=C(NCCc1cccc(Cl)c1)c1cccc([N+](=O)[O-])c1
-4	Cc1ccc2nc(SCC(=O)NC3CCCc4ccccc43)[nH]c2c1 (stereo not drawn)
-14	COc1ccc(NC(=O)C(c2ccc(OC)cc2)N(C)C(=O)Cc2cccs2)cc1 (stereo not drawn)
-4	COc1ccc(S(=O)(=O)N(CCc2ccccc2)CC(=O)N/N=C/c2ccc3c(c2)OCO3)cc1

Next part.
ARNT-TACC3 inh	Molecule
-7	COc1cc(/C=N\NC(=O)c2ccc(C)nc2)ccc1OC(=O)c1ccc2c(c1)OCO2
6	COC(=O)c1c(NC(=O)C2COc3ccccc3O2)sc2c1CCN(C(C)=O)C2 (stereo not drawn)
-14	CCOc1ccc(-c2nc(N)ncc2-c2ccc(OC)cc2)c(O)c1
-2	CC(=O)c1sc(N/N=C\c2ccc(Br)cc2)nc1C
-2	Cc1ccc(OCCNC(=O)c2cccc(Oc3ccc(C(F)(F)F)cc3[N+](=O)[O-])c2)cc1
2	O=C(/C=C/c1ccccc1)N1CCC(Cc2ccccc2)CC1
2	Cc1cc([N+](=O)[O-])nn1CCCC(=O)Nc1cc(Oc2ccccc2)cc([N+](=O)[O-])c1
-4	CN(C)c1oc(-c2ccccc2)nc1C#N
